ANO1 activ: activators or potentiators of mouse TMEM16A chloride channel; Q8BHY3; HEK293 TMEM16A/YFP-H148Q/I152L, iodide quench fluorescence; hits give low values; B-score at 10 µM; actives 0.3% (n = 340,000); AID 623877;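 active = fluorescence-ratio B-score plate-corrected deviation score at least 3 library SD below zero, with starting fluorescence score within 5 deviations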;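 also: channel opened by trigger with iodide after compound preincubation; score built on the fluorescence ratio of max minus min over baseline; more negative score means more quench and so TMEM16A activation or potentiation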
TRPC4 agonist: activators of mouse TRPC4 channel; actives 0.49% (n = 310,000); Q9QUQ5; B-score at 10 µM; AID 2237; HEK293 TRPC4beta/mu-opioid, Fluo4 calcium fluorescence; hits give high values;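 active = B-score above 5 SD of library B-scores, and initial fluorescence ratio not above library mean plus 5 SD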;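 also: positive B-score marks a calcium rise read as TRPC4 activation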
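System: HEK293 cells stably co-expressing mouse TRPC4beta and mu-opioid receptor; Schedule: Fluo4 dye loading 45 min at room temperature, 110 s recording; Detection: Fluo4 fluorescence, kinetic; Evaluation: B-scored integrated calcium fluorescence ratio; Controls: buffer (low) and maximal DAMGO (high).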
MrgX1 ag: activates human MrgX1 receptor signaling; Q96LB2; MrgX1-HEK293 cells, Fluo-4 calcium fluorescence, agonist mode; hits give high values; B-score at 10 µM; actives 0.44% (n = 310,000); AID 588627;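 active = calcium response B-score plate-corrected fluorescence ratio at least 3 library SD, with starting fluorescence B-score inside 5 SD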
Target sequence (Q96LB2 whole entry, looked up): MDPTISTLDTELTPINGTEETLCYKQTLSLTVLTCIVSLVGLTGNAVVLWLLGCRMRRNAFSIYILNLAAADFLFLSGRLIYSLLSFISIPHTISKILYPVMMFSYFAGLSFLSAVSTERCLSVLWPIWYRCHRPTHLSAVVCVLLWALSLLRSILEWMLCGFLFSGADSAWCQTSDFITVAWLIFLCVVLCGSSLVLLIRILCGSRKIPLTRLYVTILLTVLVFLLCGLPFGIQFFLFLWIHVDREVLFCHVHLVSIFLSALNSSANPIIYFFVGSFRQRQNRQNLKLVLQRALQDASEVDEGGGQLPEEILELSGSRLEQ
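Test system: HEK293 cells stably expressing human MrgX1 receptor; amount: 15,000 cells per well; doses: compound delivered in addition one of three; times: overnight plating before 1 h dye loading; detection: Fluo-4 NW calcium-flux fluorescence, kinetic read; read-out basis: B-scored fluorescence response ratio; controls: positive and negative controls per plate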
MrgX1 antagonist: blocks BAM8-22 activation of human MrgX1 receptor | Q96LB2 | MRGX1-HEK293 calcium flux, Fluo-4, BAM8-22 antagonism; hits give low values | B-score at 10 µM | actives 1.3% (n = 310,000) | AID 588676;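 active = calcium-response B-score plate-corrected more than 3 library SD below zero, starting fluorescence within 5 deviations, no agonist response on first addition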;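 also: peak minus trough fluorescence over baseline after final BAM8-22 challenge near maximal dose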
TRPC4 PAM: allosteric potentiators of mouse TRPC4 channel; HEK293 TRPC4beta/mu-opioid, DAMGO EC20, Fluo-4 Ca2+ flux; hits give high values; B-score at 10 µM; actives 0.42% (n = 310,000);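 active = B-score of calcium response area above 5 SD of library B-scores, with initial fluorescence ratio within 5 SD of library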;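 also: B-score of integrated fluorescence ratio over time as area under calcium response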
RGS4 block: human RGS4 inhibition. P49798. HEK293 M3R/RGS4 inducible, Fluo-4 calcium flux; hits give high values; triggered by carbachol at its EC20. B-score at 10 µM. actives 0.45% (n = 310,000). AID 463165;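 active = B-score, a plate-corrected calcium signal, over three deviations above library mean, with baseline fluorescence within five deviations of library mean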;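 also: RGS4 expression induced by doxycycline in cells with stable M3 receptor; B-score is computed from the integrated fluorescence ratio over baseline after carbachol; higher B-score means a larger calcium signal and so more RGS4 inhibition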
Target sequence (P49798 whole entry, looked up): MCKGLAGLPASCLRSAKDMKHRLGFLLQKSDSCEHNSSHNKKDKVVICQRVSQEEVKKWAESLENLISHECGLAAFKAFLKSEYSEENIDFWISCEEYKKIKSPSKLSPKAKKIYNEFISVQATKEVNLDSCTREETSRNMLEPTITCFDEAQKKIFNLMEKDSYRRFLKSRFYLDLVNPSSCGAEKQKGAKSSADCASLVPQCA
MrgX1 allo act: allosterically activates human MrgX1 receptor signaling | B-score at 10 µM | MrgX1-HEK293, Fluo-4 calcium flux, FDSS; hits give high values | Q96LB2 | actives 0.63% (n = 310,000);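 active = plate-corrected calcium response at least 3 library SD above typical, normal starting fluorescence, not activating the receptor alone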;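 also: compound read alongside a low EC10 to EC30 dose of BAM8-22 agonist; peak minus trough fluorescence over baseline measured at the second addition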
TRPC4 block: inhibitors of mouse TRPC4 channel. HEK293 TRPC4beta/mu-opioid, DAMGO-evoked Fluo4 calcium flux; hits give low values. B-score at 10 µM. actives 0.39% (n = 300,000). AID 2247;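 active = B-score over 3 SD under the library average, no early fluorescence shift, positive overall ratio signal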
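Assay system: HEK293 cells with stable TRPC4beta plus mu-opioid receptor expression. Dosing: single dose. Measured by: Fluo4 Ca2+ flux fluorescence. Also added: DAMGO in two steps, submaximal then maximal. Read-out: B score from integrated Fluo4 fluorescence ratio.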
ANO1 block: inhibitors of mouse TMEM16A calcium-activated chloride channel; AID 588511; HEK293 TMEM16A/YFP iodide influx fluorescence, ionomycin; Q8BHY3; actives 1.2% (n = 310,000); normalized B-score (activity score, 25-100; higher = stronger inhibition) at 10 µM;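 active = ratio plate-corrected score three or more library SD toward inhibition, starting fluorescence score within five deviations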;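 also: score derived from kinetic fluorescence span divided by baseline fluorescence per well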
TRPC6 activator: mouse TRPC6 channel activation; AID 2550; actives 0.13% (n = 310,000); B-score at 10 µM; HEK293-TRPC6 membrane potential dye fluorescence; hits give high values; Q61143;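 active = B-score of the integrated fluorescence ratio above library mean plus 3 SD, and starting fluorescence ratio within library mean plus 5 SD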;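 also: higher score means more depolarization so channel activation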
TRPC6 inhibitor: mouse TRPC6 channel inhibition; HEK293-TRPC6, membrane potential dye, ACh-evoked depolarization; hits give low values; B-score at 10 µM; actives 1.1% (n = 310,000); AID 2553;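 active = B-score under library mean minus 3 SD, initial fluorescence not abnormally high, positive integrated signal ratio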;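 also: B-score derived from integrated fluorescence ratio over the kinetic read; more negative B-score means stronger inhibition of depolarization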
* hit, by the source's call; i = inactive; x = no result given.

SMILES	ANO1 activ	TRPC4 agonist	MrgX1 ag	MrgX1 antagonist	TRPC4 PAM	RGS4 block	MrgX1 allo act	TRPC4 block	ANO1 block	TRPC6 activator	TRPC6 inhibitor
Cc1ccccc1Cn1cc(S(=O)(=O)c2ccc(C(C)C)cc2)c(=O)c2cc3c(cc21)OCO3	i	i	i	i	i	i	i	i	i	i	i
O=C(CCCSc1nc2sc3c(c2c(=O)[nH]1)CCC3)NCCO	i	i	i	i	i	i	i	i	i	i	i
COc1ccc(C(=O)NC2CC(C)(C)Cc3c2cnn3-c2ccccc2)c(OC)c1 (configuration not stated)	i	i	i	i	i	i	i	i	i	i	i
Cc1oc(-c2ccc(Cl)cc2)nc1CS(=O)CC(=O)NC(C)c1ccccc1 (configuration not stated)	i	i	i	i	i	i	i	i	i	i	i
Cc1nc(SC(C(=O)c2ccccc2)c2ccccc2)nc2ccccc12 (configuration not stated)	i	i	i	i	i	i	i	i	i	i	i
Cc1cc(C)nc(-n2ncc3c2CC(c2ccc(F)cc2)CC3=O)n1 (configuration not stated)	i	i	i	i	i	i	i	i	i	i	i
COc1ccc(N2CC(NC(=O)N3CCN(C(=O)c4ccco4)CC3)CC2=O)cc1OC (configuration not stated)	i	i	i	i	i	i	i	i	i	i	i
CCOc1ccc(C2CC(c3ccc(F)cc3)n3ncnc3N2)cc1 (configuration not stated)	i	i	i	i	i	i	i	i	i	i	i
O=C(NCCCN1CCOCC1)c1coc2ccccc2c1=O	i	i	i	i	i	i	i	i	i	i	i
O=C(NCCc1csc(-c2ccccc2)n1)c1cccs1	i	i	i	i	i	i	i	i	i	i	i
O=C(Nc1cccs1)Nc1ccc(Br)cc1F	i	i	i	i	i	i	i	i	i	i	i
CCO[C@@H]1OC(C(=O)NCc2ccccc2)=C[C@H](c2ccc(Br)cc2)[C@H]1CCCO	i	i	i	i	i	i	i	i	i	i	i
CC(C)C[C@@H](CO)N1CCN(Cc2cccnc2)CCC1=O	i	i	i	i	i	i	i	x	i	i	i
COC(=O)c1cc(C(=O)NCc2ccccc2)c(=O)[nH]c1C	i	i	i	i	i	i	i	i	i	i	i
S=C(Nc1cc(Cl)ccc1Oc1ccccc1)N1CCN(c2ccccn2)CC1	i	i	i	i	i	i	i	i	i	i	i
NC(=O)c1ccc(N=Nc2c(-c3ccccc3)[nH]n(-c3ccccc3)c2=O)cc1	x	i	i	i	i	i	i	i	i	i	i
COC(=O)c1ccc(NC(=O)CNCc2ccncc2)cc1	i	i	i	i	i	i	i	i	i	i	i
OC1(c2ccccc2)CCN(Cc2ccccc2)CC1	i	i	i	i	i	i	i	i	i	i	i
O=C(NNC(=O)c1cc([N+](=O)[O-])ccc1Cl)c1cccs1	i	i	i	i	i	i	i	i	i	i	i
Cc1ccc(NS(=O)(=O)c2ccc(NC(=O)CN(c3cc([N+](=O)[O-])ccc3C)S(C)(=O)=O)cc2)c(C)c1	i	i	i	i	i	8.6*	i	i	i	i	i
O=C(COC(=O)CNC(=O)c1ccccc1)Nc1ccccc1Cl	i	i	i	i	i	i	i	i	i	i	i
CC(C)=CC(=O)Nc1ccccc1Br	i	i	i	i	i	i	i	i	i	i	i
COc1ccc(-c2noc(CCC(=O)Nc3cccnc3)n2)cc1OC	i	i	i	i	i	i	i	i	i	i	i
Cc1cccc(NC(=O)Cn2cc(C=O)c3ccccc32)c1	i	i	i	i	i	i	i	i	i	i	i
Cc1cc(Cl)ccc1NC(=O)COC(=O)c1nc2nccc(C)n2n1	i	i	i	i	i	i	i	i	i	i	i
O=C(O)c1ccc(Cl)c(NCc2cccs2)c1	i	i	i	i	i	i	i	i	i	i	i
CCCOC(=O)c1ccc(-c2c(C)noc2-c2ccc(OC)cc2O)o1	i	i	i	i	i	i	i	i	100*	i	i
CCCOc1ccc(/C=N/NC(=O)C2CC2)c(OCCC)c1	i	i	i	i	i	i	i	i	i	i	i
O=C(CSc1ccc(-c2ccc3c(c2)OCO3)nn1)Nc1nccs1	i	i	i	i	i	i	i	i	i	i	i
NS(=O)(=O)c1ccc(Nc2nc3ccccc3nc2NS(=O)(=O)c2cccc([N+](=O)[O-])c2)cc1	i	i	i	i	i	i	i	i	i	i	i
C/C(=N\Nc1ccc([N+](=O)[O-])cc1[N+](=O)[O-])C(C)C(C)C (configuration not stated)	i	i	i	i	i	i	i	i	i	i	i
O=C(CC1C(=O)CCCC1=O)c1ccccc1	i	i	i	i	i	i	i	i	i	i	i
CC(C)(C)c1cc[n+](C2=C([O-])c3ccccc3C(=O)/C2=N\S(=O)(=O)c2cccs2)cc1	i	i	i	i	i	i	i	i	i	i	i
CCCCCOc1ccc(NC(=O)C(=O)NCCC2=CCCCC2)cc1	i	i	i	i	i	i	i	i	i	i	i
CCCNC(=O)COc1coc(CN2CCN(C(=O)c3ccco3)CC2)cc1=O	i	i	i	i	i	i	i	i	i	i	i
COc1cc2nc(C(C)(C)C)oc(=O)c2cc1OC	i	i	i	i	i	i	i	i	i	i	i
Cc1nc(Cl)sc1C(=O)Nc1ccc(C(C)(C)C)cc1	i	i	i	i	i	i	i	i	i	i	i
CCCCCNC(=O)c1cc(S(=O)(=O)N2CCCC2)ccc1F	i	i	i	i	i	i	i	i	i	i	i
Cc1c(C(=O)O)nn(-c2cccc(C(F)(F)F)c2)c(=O)c1C#N	i	i	i	i	i	i	i	i	i	i	i
O=C1CC(CC(=O)N/N=C/c2ccccc2[N+](=O)[O-])=NN1	i	i	i	i	i	i	i	i	i	i	i
CCOC(=O)C1=C(O)C(=O)N(c2ccc(S(N)(=O)=O)cc2)C1c1ccc([N+](=O)[O-])cc1 (configuration not stated)	i	i	i	i	i	i	i	i	i	i	i
Cc1ccc(CCC(=O)Nc2cc(Cl)ccc2Cl)o1	i	i	i	i	i	i	i	i	i	i	i
O=S1(=O)CCOC[C@H](CC2CCCCC2)N1Cc1cccc(Cl)c1	i	i	i	i	i	i	i	i	i	i	i
O=C(O)c1ccccc1C(=O)Nc1ccc(-n2nc(C(F)(F)F)cc2C(F)(F)F)cc1	i	i	i	i	i	i	i	i	i	i	i
CCN(c1ccccc1)S(=O)(=O)c1ccc(OCc2c(C)noc2C)cc1	i	i	i	i	i	i	i	i	i	i	i
COc1ccccc1CC(=O)N(CCC#N)CCC#N	i	i	i	i	i	i	i	i	i	i	i
COc1ccc(Oc2nc3ccccc3n(C)c2=O)cc1	i	i	i	i	i	i	i	x	i	i	i
CCOC(=O)[C@H]1[C@H]2COc3ccc(C)cc3[C@@H]2N2C(=O)c3ccccc3NC(=O)[C@@]12C	i	x	i	i	x	x	i	x	i	x	x
Cc1ccc(NC(=O)CCC(=O)NNC(=O)NC2CCCCC2)c(C)c1	i	i	i	i	i	i	i	i	i	i	i
COc1ccccc1C(=O)NNC(=O)CCC(=O)NCc1ccccc1	i	i	i	i	i	i	i	i	i	i	i
COc1ccc(C/C(C)=N/NC(=O)c2ccc(Cl)cc2)cc1	i	i	i	i	i	i	i	i	i	i	i
NC1=NC[C@@H](Cc2ccc(O)cc2)N1CC1CCCCC1	i	i	i	i	i	i	i	i	i	i	i
Cc1cc(OCC(O)CN2CCN(CCO)CC2)ccc1C(C)C (configuration not stated)	i	i	i	i	i	i	i	i	i	i	i
Nn1c(SCC(=O)Nc2cc(C(F)(F)F)ccc2Cl)nncc1=O	i	i	i	i	i	i	i	i	i	i	i
O=[N+]([O-])c1ccc(CP(=O)(c2ccccc2)c2ccccc2)cc1	i	i	i	i	i	i	i	i	i	i	i
COc1ccc(OC)c(-c2cn(S(=O)(=O)c3ccccc3)nc2N)c1	i	i	i	i	i	i	i	i	i	i	i
O=C(COC(=O)c1ccc2ncsc2c1)NC(=O)NCc1ccccc1	i	i	i	i	i	i	i	i	i	i	i
COc1ccccc1CNC(=O)CS(=O)Cc1nc(-c2ccc(OC)c(OC)c2)oc1C (configuration not stated)	i	i	i	i	i	i	i	i	i	i	i
CCCCNCc1ccc(SC)cc1	i	i	i	i	i	i	i	i	i	i	i
O=C1CCC(=O)N1c1ccc(NC2CCN(Cc3ccccc3)CC2)c([N+](=O)[O-])c1	i	83*	i	i	i	i	i	i	i	i	i
More structures.
SMILES	ANO1 activ	TRPC4 agonist	MrgX1 ag	MrgX1 antagonist	TRPC4 PAM	RGS4 block	MrgX1 allo act	TRPC4 block	ANO1 block	TRPC6 activator	TRPC6 inhibitor
CC(C)CN(C(=O)CN1CCN(S(=O)(=O)c2ccc3ccccc3c2)CC1)c1c(N)n(CC(C)C)c(=O)[nH]c1=O	i	i	i	i	i	i	i	i	i	i	i
Cc1cc(Br)ccc1-n1[nH]c(C)c(C=Nc2cccc3nsnc23)c1=O	i	i	i	i	i	i	i	i	i	i	i
COc1ccc(NC(=O)C(=O)NNC(=O)COc2ccc(Cl)cc2)c(OC)c1	i	i	i	i	i	i	i	i	i	i	i
O=C(Nc1ccc(C(=O)c2ccc(C(=O)O)c(C(=O)O)c2)cc1)c1ccccc1	i	i	i	i	i	i	i	i	i	i	i
CCOC(=O)c1cnn(CCOC(=O)c2ccccc2)c1NC(=O)c1ccccc1	i	i	i	i	i	i	i	i	i	i	i
O=C(OCC1CC(c2ccccn2)=NO1)c1ccc(Br)cc1 (configuration not stated)	i	i	i	i	i	i	i	i	i	i	i
CN(C)C(CNc1ncccn1)c1ccccc1 (configuration not stated)	i	i	i	i	i	i	i	i	i	i	i
O=S(=O)(c1ccc(NC(=S)NC2CCCC2)cc1)N1CCCC1	i	i	i	i	i	i	i	i	i	i	i
CCn1c(=O)n(CC(=O)Nc2cc(OC)ccc2OC)c(=O)c2ccccc21	i	i	i	i	i	i	i	i	i	i	i
Cc1cc(C)n(CC(O)Cn2c3ccc(Br)cc3c3cc(Br)ccc32)c(=O)n1 (configuration not stated)	i	i	i	i	i	7.8*	i	i	i	i	i

Source: PubChem BioAssay
